p53 reactivation: qHTS assay for re-activators of p53 using a Luc reporter; Potency, µM (series often up to 92.2 µM), for inactives: at the highest dose activity change, positive = activation, actives largely listed as activators; 320,000 tested, 0.063% active; H1299 p53-A138V BP100-luciferase reporter, luminescence, 24 h; AID 504706, 2011; further: potency means the concentration at half of the fitted maximal effect; % of control where 0% means no effect; nearly all actives have a fitted effect of over 45% in size
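H1299 (p53-null), stable ts p53-A138V + BP100-Luc; 1000 cells/well, Opti-MEM/10% FBS; cpd 4 pt, 1:5; 24 h, 37 deg C, 5% CO2; detection reagent 10 min RT; luminescence.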
ELG1 genotox: qHTS screen for small molecules that induce genotoxicity in human embryonic kidney (HEK293T) cells expressing luciferase-tagged ELG1; HEK293T ELG1-luciferase reporter, luminescence, 16 h; Potency, µM (doses to about 46 µM), inactives show at the top dose activity change, positive = activation, actives largely listed as activators; 330,000 tested, 1.3% active; AID 504466, 2011; further: potency means the concentration at half of the fitted maximal effect; % of control where 0% means no effect; nearly all actives have a fitted effect of over 60% in size
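HEK293T cells expressing luciferase-tagged ELG1 were exposed to compound or DMSO vehicle for 16 hr at 37 °C and 5% CO2. Luciferase activity was then measured with ONE-Glo after 30 min at room temperature.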
uPA surface inh: qHTS for Inhibitors of Cell Surface uPA Generation. cell surface uPA generation assay, qHTS. Potency, µM (top dose mostly 38.3 µM), inactives show at the highest dose activity change, negative = inhibition, hits mostly inhibitors. 330,000 tested, 0.31% active; active means well fitted inhibition curve with a large enough effect; inconclusive means small, poorly fitted or top-dose-only effect; inactive means no such curve, though single readings can be large or run the other way; tested in mouse RAW 264.7 cells; further: potency means the concentration at half of the fitted maximal effect; on the % scale 0 is the no-effect control and ±100 the full control effect; nearly all actives have a fitted effect of over 55% in size
S-ASM inh: Inhibitors of Secretory Acid Sphingomyelinase (S-ASM): qHTS; placental ASM, HMU-PC fluorogenic substrate, 60 min; AID 504937, 2011; 340,000 tested, 0.006% active; Potency, µM (series often up to 57.5 µM), for inactives: at the top dose activity change, negative = inhibition, usual class: inhibitors; further: potency means the concentration at half of the fitted maximal effect
Target sequence (P17405 47-631 limits assumed): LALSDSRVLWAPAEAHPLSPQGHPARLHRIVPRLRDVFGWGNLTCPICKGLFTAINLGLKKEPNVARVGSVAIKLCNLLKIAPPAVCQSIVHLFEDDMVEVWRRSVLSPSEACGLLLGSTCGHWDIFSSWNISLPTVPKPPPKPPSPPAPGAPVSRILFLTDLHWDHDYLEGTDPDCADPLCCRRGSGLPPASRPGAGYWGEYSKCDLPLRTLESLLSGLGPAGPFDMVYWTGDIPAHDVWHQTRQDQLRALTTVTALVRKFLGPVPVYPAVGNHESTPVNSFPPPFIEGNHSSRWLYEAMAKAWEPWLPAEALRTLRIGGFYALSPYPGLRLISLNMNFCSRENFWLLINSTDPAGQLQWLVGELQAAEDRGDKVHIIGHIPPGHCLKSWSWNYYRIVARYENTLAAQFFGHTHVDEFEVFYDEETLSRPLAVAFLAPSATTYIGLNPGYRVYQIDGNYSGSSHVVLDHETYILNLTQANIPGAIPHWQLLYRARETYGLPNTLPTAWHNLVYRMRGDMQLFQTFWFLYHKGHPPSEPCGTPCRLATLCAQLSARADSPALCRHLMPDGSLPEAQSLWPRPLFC
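HMU-PC0 cleavage (9 uM final) by human placental ASM, 60 min at 37 °C following 10 min compound exposure at RT; stopped at pH 10, fluorescence Ex 386/Em 447 nm.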
Eya2 phos inh: qHTS Assay for Inhibitors of the Phosphatase Activity of Eya2; recombinant Eya2, OMFP fluorescence dephosphorylation (OMFP is methylfluorescein phosphate); Potency, µM (series often up to 76.9 µM), for the others: at the top dose activity, negative = inhibition, usual class: inhibitors; 330,000 tested, 0.006% active; further: potency means the concentration at half of the fitted maximal effect; on the % scale 0 is the no-effect control and ±100 the full control effect
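Eya2 protein (added as 0.2 uM solution) was preincubated with compound for 10 min at ambient temperature in 50 mM HEPES pH 7.5, 50 mM NaCl, 5 uM MgCl2, 0.05% BSA, 1 mM DTT. OMFP (added at 50 uM) then reacted 10 min; fluorescence read at 485/525 nm.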
PTAP TSG101 blk: qHTS Assay for Iinhibitors of HIV-1 Budding by Blocking the Interaction of PTAP/TSG101; 340,000 tested, under 10 active; Fluorescence polarization, FITC-PTAP peptide / Tsg101 binding; Potency, µM (top dose mostly 115 µM), for the others: at the top dose activity change, negative = inhibition, actives largely listed as inhibitors; Tumor susceptibility gene 101 protein (Homo sapiens), Q99816; active means well fitted inhibition curve with a large enough effect in the main read-out, with a control signal flat, not every such curve was filed as active; inconclusive means small, poorly fitted or top-dose-only effect, or effect the other way, or a change in a side signal; inactive means no such curve, though single readings can be large or run the other way; further: potency means the concentration at half of the fitted maximal effect; % of control where 0% means no effect
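Tsg101 binding domain (10 uM final) was mixed with compound and a FITC-labeled PTAP peptide (50 nM final) in HEPES pH 7.5 buffer with NaCl, Tween 20, EDTA and TCEP; fluorescence polarization was read after 20 min at r.t.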
USP2a inh: qHTS Assay for Inhibitors of Ubiquitin-specific Protease USP2a Using CHOP2 as the Reporter; USP2 core, Ub-CHOP2 coupled fluorogenic reporter, 485/531; Potency, µM (highest dose often 38.3 µM), inactives show at the top dose activity change, negative = inhibition, hits mostly inhibitors; AID 463254, 2010; 330,000 tested, 0.01% active; Ubiquitin carboxyl-terminal hydrolase 2 (Homo sapiens), O75604;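 further: potency means the concentration at half of the fitted maximal effect; plate controls were DMSO wells for no effect and full inhibition by NEM control for full effect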
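USP2 core (10nM final) preincubated 30min RT with compound in 20mM Tris-HCl pH 8.0, 2mM CaCl2, 2mM beta-mercaptoethanol, 0.05% CHAPS; 25nM Ub-CHOP2 plus 25nM reporter substrate added, fluorescence (Ex485/Em531) read after 60min.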
TRPV1 agonist: HTS Assay for Compounds that Act as Agonists of the Vanilloid Receptor 1. 320,000 tested, 0.19% active. activation, % at 8.33 µM. TRPV1-expressing cells, Fluo-8 calcium influx, agonist mode. Transient receptor potential cation channel subfamily V member 1 (Homo sapiens), Q8NER1; in the data active means activation above about 80%; inconclusive means between about 30% and that limit; further: 0% is about no effect
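TRPV1-expressing cells were cultured overnight at 35.5C and loaded with Fluo-8 calcium dye for 40 to 90 min at room temperature. After a 10 s baseline, compound was added and calcium influx was read kinetically for 3 min (ex 480/em 520 nm).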
a7 integrin act: qHTS for Activators of Integrin-Mediated Alleviation for Muscular Dystrophy; alpha7betagal myoblasts, beta-gal FDG fluorescence, 48 h; 350,000 tested, 0.064% active; Potency, µM (titrated, usually from 38.3 µM), for inactives: at the top dose activation, most hits filed as activators;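 further: potency means the concentration at half of the fitted maximal effect; 100% = response of the positive control SU9516; nearly all actives have a fitted effect of over 60% in size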
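Alpha7betagal+/- myoblasts (passage 13) were plated 16-24 hr, then exposed to compounds (1:260 dilution of DMSO stock) for 48 hours at 37C. After MPER lysis, β-galactosidase reporter activity was read as FDG fluorescence (ex 480/em 540) after 30 minutes.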
B2AR arrestin: qHTS assay of beta-arrestin-biased ligands of beta2-adrenergic receptor; Potency, µM (top dose mostly 46.1 µM), inactives show top-dose activation, actives largely listed as activators; beta-arrestin recruitment to beta2AR, cell-based reporter; Beta-2 adrenergic receptor (Homo sapiens), P07550; AID 492947, 2010; 330,000 tested, 0.02% active;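 further: potency means the concentration at half of the fitted maximal effect; 0% = DMSO controls and full agonism = EC100 isoproterenol or metaproterenol; nearly all actives have a fitted effect of over 65% in size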
Target sequence (P07550 whole entry, looked up): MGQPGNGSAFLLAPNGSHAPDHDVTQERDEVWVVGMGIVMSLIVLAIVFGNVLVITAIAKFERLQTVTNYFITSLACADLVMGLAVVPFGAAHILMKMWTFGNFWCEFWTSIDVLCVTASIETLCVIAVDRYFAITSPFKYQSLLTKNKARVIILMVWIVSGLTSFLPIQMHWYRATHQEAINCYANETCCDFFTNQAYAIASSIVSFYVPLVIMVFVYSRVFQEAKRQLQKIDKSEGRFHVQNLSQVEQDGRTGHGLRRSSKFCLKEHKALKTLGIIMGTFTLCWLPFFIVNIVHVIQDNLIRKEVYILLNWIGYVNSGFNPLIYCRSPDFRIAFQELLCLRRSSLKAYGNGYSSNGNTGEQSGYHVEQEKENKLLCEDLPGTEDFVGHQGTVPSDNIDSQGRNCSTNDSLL
BRCA1 expr up: qHTS Assay to Identify Small Molecule Activators of BRCA1 Expression. MCF7-BRCA1-FFLuc reporter, luminescence, 48 h; response scale: scaled: vehicle 0%, 10 µM genistein 100%. Potency, µM (doses to about 46.1 µM), for inactives: at the highest dose activation, usual class: activators. 380,000 tested, 1.1% active. AID 624202, 2012; further: potency means the concentration at half of the fitted maximal effect; nearly all actives have a fitted effect of over 80% in size; some results filed as inactive show a strong effect at the top dose
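Luminescence from a BRCA1-driven firefly luciferase in MCF7 cells was the read-out, taken 15 min after substrate addition following 48 h compound exposure at 37 °C. Data were normalized to a 10 microM genistein control and DMSO vehicle.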
Active calls of the source: *; ? = inconclusive; · = no result given; [ ] = remark or other dose. Unless noted, the call rests on the fitted dose curve; in most records, active means well fitted curve in the direction sought with a large enough effect; inconclusive means small, poorly fitted or top-dose-only effect, or another doubt; inactive means no such curve, though single readings can be large; an effect the other way counts as inactive or inconclusive.

SMILES | p53 reactivation | ELG1 genotox | uPA surface inh | S-ASM inh | Eya2 phos inh | PTAP TSG101 blk | USP2a inh | TRPV1 agonist | a7 integrin act | B2AR arrestin | BRCA1 expr up
CCC(=O)Nc1ccc(N2CCN(C(=O)c3ccco3)CC2)c(Cl)c1 | · | -2.7% | 7.7% | -0.3% | 6.9% | -3.5% | 2.4% | 2.8 | 4.6% | 0.4% | -0.2%
COc1ccc(NS(=O)(=O)c2ccc(-c3coc(C)n3)cc2)cc1OC | -0.1% | 11.9% | -19.3% | 0.3% | 5.9% | 2.3% | -7.1% | -5.0 | -3.3% | -0.1% | 2.8%
Cc1ccc(OCC(=O)Nc2nnc(-c3ccco3)s2)cc1 | 1.6% | 2.9% | -0.3% | -0.5% | -14.3% | -3.0% | 0.7% | 0.9 | -7.6% | -0.5% | 0.0%
NS(=O)(=O)c1ccc(CCNC(=O)C(=O)NCC2OCCN2S(=O)(=O)c2ccc(Cl)cc2)cc1 (stereo not drawn) | 3.7% | -2.5% | 4.6% | 6.2% | 7.1% | -1.7% | -3.3% | -1.2 | 5.9% | -0.2% | -39.1%
CCN(CC)c1ccc(/C=N/N2CCN(c3ccccn3)CC2)cc1 | 5.7% | -0.4% | 3.9% | 4.3% | 16.2% | -0.7% | 1.1% | · | 5.7% | -0.6% | 3.2%
CC(C)(C)c1ccc(C(=O)NNC(=O)c2ccccc2Br)cc1 | 1.6% | -1.1% | · | 0.6% | ? | -0.7% | 0.2% | ? | 3.4% | 0.1% | 41.5%
O=C1CCCCC1Sc1nnc(-c2ccc3c(c2)OCO3)o1 (stereo not drawn) | -5.4% | -8.6% | -11.1% | 0.3% | 5.5% | -3.9% | 2.8% | 15.7 | -22.7% | -0.1% | -53.5%
COc1ccc(-c2nnc(SCC(C)C)o2)cc1 | 22.5% | ? | -2.1% | -4.2% | -2.0% | -1.8% | 1.4% | ? | 3.1% | 0.1% | 5.6%
Cc1cc(=O)oc2cc(OCc3ccc(C(=O)N4CCN(c5ccc([N+](=O)[O-])cc5)CC4)cc3)ccc12 | -2.2% | -1.3% | 13.3% | 17.0% | -2.8% | -2.5% | -1.1% | -0.6 | -20.0% | -1.1% | -0.9%
O=C(Nc1cccc(C(=O)N2CCCCC2)c1)C1CCCC1 | · | · | 7.4% | 5.9% | · | -1.4% | · | · | 22.6% | · | 10.3%
Fc1ccc(NC(=S)N2CCCN(c3ccc(C(F)(F)F)cn3)CC2)c(F)c1 | 1.3% | -1.7% | -27.8% | -6.8% | -2.5% | -8.2% | -1.2% | 7.6 | -31.7% | -0.6% | -59.0%
CCOC(=O)c1c(C)[nH]c(C)c1C(=O)COC(=O)c1cccc(C)c1O | -3.9% | -2.6% | -0.3% | -9.7% | -4.5% | 0.6% | 2.7% | 4.5 | 26.3% | -0.7% | -41.2%
Cc1ccc(N2CC(C(=O)NCc3cccnc3)CC2=O)cc1 (stereo not drawn) | -5.0% | -0.4% | -6.9% | -2.1% | -6.2% | -0.6% | -2.3% | 5.0 | 11.7% | 0.4% | -3.1%
CC(=O)c1cccc(NC(=O)COC(=O)CCNS(=O)(=O)c2ccccc2)c1 | -4.8% | -2.0% | 7.7% | -2.7% | -0.1% | -2.3% | -5.2% | · | -1.5% | -0.4% | -17.5%
CC(C)(C)c1ccc(-n2ncc3c2CCCC3NC(=O)CCCn2cncn2)cc1 (stereo not drawn) | · | -3.2% | -8.5% | 1.9% | 5.7% | -4.4% | -1.4% | ? | 0.1% | -0.4% | -5.4%
O=C(NCCOC(=O)c1ccccc1C(=O)OCCNC(=O)c1cccnc1)c1cccnc1 | -3.4% | -1.5% | · | -2.2% | 34.6% | -6.0% | ? | 2.6 | -6.2% | 0.6% | 5.6%
O=C(Nc1ccc2ccccc2c1)c1cccc(F)c1 | ? | ? | -0.6% | 3.5% | 5.5% | -3.6% | 2.0% | ? | 19.2% | -0.6% | ?
O=C(NCc1ccc2c(c1)OCO2)NC1CCCCC1 | 8.2% | ? | 1.3% | 3.4% | -10.2% | -0.3% | 4.3% | 2.9 | ? | -0.6% | 79.0%
COc1cccc(OCc2cc(/C=N/NC(=O)c3nc(Cl)c(Cl)c(N)c3Cl)ccc2OC)c1 | -4.9% | 0.1% | 2.5% | -2.1% | 11.9% | 1.1% | 0.5% | -1.5 | 29.9% | 0.1% | -77.3%
COc1cc2c(cc1NC(=O)COC(=O)[C@@H](NC(=O)c1ccccc1F)C(C)C)oc1ccccc12 | ? | -0.1% | 4.7% | -5.7% | -3.6% | -4.2% | -1.2% | 3.2 | -31.4% | -1.1% | -5.3%
Cc1ccc(C)c(NC(=O)COc2cccc3c2CCN(Cc2ccccc2)C3=O)c1 | ? | -7.2% | 5.3% | -7.0% | 3.1% | -1.2% | 2.6% | -1.3 | -18.3% | 0.4% | 3.9%
O=[N+]([O-])c1cccc(-c2ccc3nnc(SCc4ccccn4)n3n2)c1 | 2.7% | 5.1% | 1.3% | -0.5% | 2.2% | -2.7% | 1.5% | 10.4 | 9.6% | -0.1% | -6.8%
O=C1NC(=O)C2C1C(c1ccc([N+](=O)[O-])cc1)=NN2Cc1ccccc1 (stereo not drawn) | 1.5% | -1.4% | 3.2% | -5.7% | 1.0% | -1.6% | 6.1% | 5.3 | 22.4% | -0.2% | 1.6%
O=C(CSc1cccc2cccnc12)OCC(=O)c1ccccc1 | 2.4% | 1.2% | 3.2% | 1.5% | -11.7% | -3.5% | 2.6% | -0.8 | -25.1% | 3.0% | 15.1%
Cc1ccc([N+](=O)[O-])cc1NC(=O)CN1CCC(C)CC1 | -10.3% | -6.7% | 2.8% | 0.7% | -11.7% | -3.5% | -2.2% | 2.1 | -5.7% | -0.8% | -8.3%
CCc1nnc(NS(=O)(=O)c2ccc(NC(=O)c3ccccc3)cc2)s1 | 7.9% | -0.1% | 3.3% | 11.6% | 16.9% | -3.6% | -1.9% | -0.1 | -11.9% | -0.3% | -5.4%
CCOC(=O)c1sc2ncn(C(C)C(=O)OC)c(=O)c2c1C (stereo not drawn) | 6.0% | 2.0% | -4.6% | 4.4% | -5.0% | -5.8% | 1.3% | ? | 6.9% | 0.6% | 11.0%
O=C(CSc1ncnc2sc3c(c12)CCCC3)N1CCC(c2noc3ccc(F)cc23)CC1 | 15.7% | -5.1% | · | -7.5% | -5.8% | -1.1% | 0.6% | 0.4 | -35.4% | -0.2% | -5.2%
O=S(=O)(CCN1CCCC1)NCCNS(=O)(=O)c1ccc(F)cc1Br | · | · | -4.3% | 4.5% | · | -2.9% | · | · | 16.3% | · | 41.9%
O=C(c1ccccc1S(=O)(=O)NCc1ccccc1)N1CCCCC1 | 2.2% | 0.1% | -5.7% | -5.0% | 30.2% | -11.6% | 4.3% | 4.9 | 9.0% | 0.2% | 6.3%
COCC1CCCN(Cc2nc(Cc3ccccc3)no2)C1 (stereo not drawn) | 1.4% | 2.3% | -3.0% | 5.1% | -9.7% | 0.2% | 1.5% | 0.3 | -10.9% | 0.3% | 28.5%
C=CCOC(=O)C(=O)/C=C/c1c(C)n(C)n(-c2ccccc2)c1=O | 3.6% | 3.1% | 17.6% | 4.0% | -2.1% | -6.3% | -2.0% | -0.6 | -29.2% | -0.5% | 12.6%
COc1ccc([N+](=O)[O-])cc1C(=O)C(=O)c1ccccc1 | -2.0% | -5.0% | ? | -3.2% | 6.0% | -5.8% | 1.0% | 2.1 | -16.9% | -0.3% | 4.1%
COCCNc1nc2c(-c3cccc(C(F)(F)F)c3)nnn2c2ccccc12 | -6.8% | -1.8% | 2.5% | 358.8%[activator] | -8.3% | 2.4% | 1.3% | -0.5 | -5.1% | -0.1% | -48.2%
COc1ccc(S(=O)(=O)N2CCN(c3nn(C)c(=O)n(C)c3=O)CC2)cc1 | -0.9% | 1.3% | 8.0% | 2.5% | 8.6% | 1.9% | 2.8% | -3.8 | -17.4% | -0.1% | -5.0%
CCC(C)(C)c1ccc(OCCN2C(=O)NC(C)(C)C2=O)cc1 | -3.2% | 6.2% | 2.7% | -1.2% | 6.0% | -3.2% | -0.4% | ? | 0.0% | 0.1% | 2.3%[1.84 µM]

Screening data deposited in PubChem by National Center for Advancing Translational Sciences (NCATS).

Outcome played no part in choosing rows. Share with any hit: about 2.6%.
